Scp1 inh – blocks human Scp-1 phosphatase activity | Q9GZU7 | 340,000 tested, 0.88% active | Recombinant Scp1, phosphopeptide, malachite green phosphate absorbance | inhibition, % at 20 µM | AID 493091;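 active = inhibition above about 50% at 20 µM, limit read from the data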;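 note: plate controls were DMSO wells with enzyme for no effect and wells lacking enzyme for full effect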
Target sequence (Q9GZU7 76-261 limits assumed): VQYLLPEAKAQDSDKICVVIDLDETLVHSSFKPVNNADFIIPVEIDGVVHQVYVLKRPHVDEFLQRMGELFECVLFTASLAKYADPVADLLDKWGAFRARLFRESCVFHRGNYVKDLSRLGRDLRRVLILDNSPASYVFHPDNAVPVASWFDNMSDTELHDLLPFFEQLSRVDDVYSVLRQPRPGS
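assay system = SCP-1 phosphatase catalytic domain, residues 76-261 | buffer or medium = 50 mM Tris acetate pH 5.5, 0.005% Tween-20, 10 mM MgCl2 | incubation = enzyme reaction 45 min at room temperature, colour 5 min, stabilisation 30 min | signal = Phosphate-binding colour reagent, absorbance read at 630 nm | measure = % inhibition at 20 µM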
LMPTP block – blocks human LMPTP phosphatase; inhibition, % at 20 µM; 360,000 tested, 0.22% active; recombinant LMPTP-A, OMFP fluorogenic substrate, fluorescence intensity; P24666;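 active = compounds that cut the enzyme signal by at least half of the control window in the single-dose screen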;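 note: plate controls were DMSO wells with enzyme plus substrate for no effect and substrate without enzyme for full effect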
Target sequence (P24666 whole entry, looked up): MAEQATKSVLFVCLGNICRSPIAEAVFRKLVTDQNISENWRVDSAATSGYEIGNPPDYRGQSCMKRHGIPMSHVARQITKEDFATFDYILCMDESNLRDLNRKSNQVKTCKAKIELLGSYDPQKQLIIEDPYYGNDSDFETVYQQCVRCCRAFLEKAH
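Test system: LMPTP-A phosphatase enzyme; input: 0.625 nM LMPTP-A final; reagent: OMFP substrate, 400 µM final; compound dosing: 20 µM single dose, 3% DMSO; incubation: 50 min dark incubation at room temperature; measured by: endpoint fluorescence intensity from OMFP dephosphorylation; measure: % inhibition relative to no-enzyme and uninhibited control wells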
MsrA act – activates bovine MsrA enzyme; purified bovine MsrA, absorbance read-out; activation, % at 10.6 µM; 360,000 tested, 0.3% active; AID 602163; in the data active = activation above about 7.5%;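 note: 0% = vehicle and 100% = reference activator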
SUMO1-SIM PPI – alters human SUMO1 binding to SIM partners; SUMO1 binding to a labelled peptide, TR-FRET, 1 h; inhibition, % at 20 µM; 360,000 tested, 0.33% active; AID 602429; in the data active = inhibition above about 37%
Target sequence (P63165 whole entry, looked up): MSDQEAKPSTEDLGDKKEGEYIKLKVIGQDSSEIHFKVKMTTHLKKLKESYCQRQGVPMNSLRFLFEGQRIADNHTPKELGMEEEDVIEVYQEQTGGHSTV
DNMT1 inh – DNMT1 (human) enzyme inhibition; AID 588458; DNMT1 molecular beacon, Hinp1I cleavage, fluorescence; 360,000 tested, 0.83% active; P26358; inhibition (reported as % activation of signal), % at 10 µM; in the data active = inhibition above about 50%
MsrA inh – bovine MsrA inhibition. 360,000 tested, 0.75% active. purified bovine MsrA, absorbance read-out. AID 651718. inhibition, % at 15.5 µM; in the data active = inhibition above about 4.5%;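 note: 0% = vehicle wells with enzyme and 100% = reference inhibitor wells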
NRP1-CendR mod – alters CendR peptide binding to human NRP-1; FAM-RPARPAR peptide binding to NRP-1, fluorescence polarization; 360,000 tested, 0.85% active; inhibition, % at 25 µM; AID 602438;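 active = inhibition or corrected inhibition above about 18%, plus a signal ratio from 0.5 to 1.5, limit read from the data, passing the limit was not always enough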; note: strong numbers were not always called active
STEP inh – blocks human striatal-enriched tyrosine phosphatase. 360,000 tested, 0.25% active. inhibition, % at 20 µM. AID 588621. recombinant STEP, OMFP fluorogenic substrate, fluorescence. P54829;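 active = inhibition at 20 µM, scaled per plate between control wells, above about 37%, limit read from the data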;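 note: 0% = DMSO with enzyme and substrate and 100% = substrate only without enzyme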
Target sequence (P54829 whole entry, looked up): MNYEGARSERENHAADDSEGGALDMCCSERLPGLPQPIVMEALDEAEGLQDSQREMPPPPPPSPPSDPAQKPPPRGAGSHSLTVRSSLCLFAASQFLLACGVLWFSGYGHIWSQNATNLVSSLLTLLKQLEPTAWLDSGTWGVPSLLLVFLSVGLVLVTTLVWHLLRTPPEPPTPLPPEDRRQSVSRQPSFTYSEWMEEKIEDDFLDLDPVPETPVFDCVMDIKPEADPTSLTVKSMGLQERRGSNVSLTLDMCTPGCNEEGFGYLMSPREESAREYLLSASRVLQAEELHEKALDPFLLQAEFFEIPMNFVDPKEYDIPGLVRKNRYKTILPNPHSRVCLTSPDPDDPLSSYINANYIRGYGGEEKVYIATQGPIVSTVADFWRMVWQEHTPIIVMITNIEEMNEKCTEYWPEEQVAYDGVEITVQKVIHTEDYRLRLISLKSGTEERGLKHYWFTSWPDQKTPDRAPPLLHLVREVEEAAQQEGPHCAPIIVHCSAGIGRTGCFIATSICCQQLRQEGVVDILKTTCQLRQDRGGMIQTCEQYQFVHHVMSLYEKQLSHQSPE
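System: STEP phosphatase, cell-free reaction; Buffer or medium: Bis-Tris pH 6.0 buffer with DTT, detergent; Incubation: 20 min at room temperature, dark; Measured by: fluorescence, 480/540 nm.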
TbMetRS inhib – blocks T. brucei methionyl-tRNA synthetase activity. purified T. brucei MetRS, ATP depletion, Kinase-Glo luminescence. AID 624268. 360,000 tested, 0.4% active. inhibition, % at 11.9 µM;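 active = inhibition above a per-plate cutoff of the control wells' mean inhibition plus 3 SD, cut at about 5.5% in these data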;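 note: 0% = DMSO wells median and 100% = median of wells with control inhibitor compound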
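Test system – parasite MetRS enzyme · Reagent – substrates ATP, L-methionine and bulk Escherichia coli tRNA · Doses – 11.9 µM compound single dose, 0.9% DMSO · Times – 15 min enzyme-compound preincubation, 2 h reaction, 10 min detection, 25 °C · Signal – Kinase-Glo luminescence, ATP depletion format · Controls – DMSO-only wells as low control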
E coli Lon inh – inhibits E. coli Lon protease; P0A9M0; purified E. coli Lon protease, fluorescence polarization; inhibition, % at 7.94 µM; 360,000 tested, 0.42% active; AID 602123; in the data active = inhibition above about 13%, passing the limit was not always enough;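 note: 0% = enzyme with probe and DMSO and 100% = no enzyme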
* = called active by the depositor; · = no result given.

SMILES | Scp1 inh | LMPTP block | MsrA act | SUMO1-SIM PPI | DNMT1 inh | MsrA inh | NRP1-CendR mod | STEP inh | TbMetRS inhib | E coli Lon inh
COC(=O)c1ccc(NC(=O)CN(c2ccc(OC)cc2)S(C)(=O)=O)cc1 | -4 | -0.4 | -10 | 0 | -2 | -0.4 | -3 | 1 | -1.1 | 1
O=C(CN1CCCCC1)NNc1nc(-c2ccccc2)c2cc(Br)ccc2n1 | 5 | -1.9 | -5 | -3 | 3 | -0.1 | -3 | 2 | -0.9 | 15
Cc1ccc(/C=N\NC(=O)c2ccc(Cn3cc(Br)c([N+](=O)[O-])n3)o2)o1 | 8 | 0.6 | -4 | -5 | -4 | 3.2 | -13 | -3 | 0.5 | 0
Cc1cc(NCC2CCCCC2)nc2ccccc12 | -3 | 2.7 | -4 | 2 | 4 | 1.3 | 6 | -4 | 1.4 | 13
COCCOC(=O)C1=C(C)N=C2SCCC(=O)N2C1c1cccs1 (stereo unspecified) | -2 | 0.1 | -6 | -6 | -1 | 0.7 | -1 | 1 | -0.5 | -3
Cc1ccc(S(=O)(=O)N/N=C/c2cccc([N+](=O)[O-])c2)cc1 | 1 | 1.2 | -11 | -13 | 2 | -0.2 | 9 | 0 | -1.6 | 4
O=C(Nc1ccc2c(c1)OCCO2)N1CCOCC1 | 2 | -0.7 | -8 | 5 | 15 | -0.5 | -1 | -1 | -0.7 | 4
CN(c1ccc(OC(=O)CN2C(=O)NC3(CCCC3)C2=O)cc1)S(=O)(=O)c1ccccc1 | -2 | -0.2 | -3 | 14 | -3 | -0.5 | 4 | -2 | 0.2 | -2
O=C(/C=C/c1ccccc1)NCCS(=O)(=O)N1CCN(c2ccc(F)cc2)CC1 | 4 | 0.9 | 2 | 4 | 0 | -1.0 | -2 | 2 | 0.0 | -5
O=C(NCc1ccccn1)C(C(=O)c1ccc(F)cc1)n1ccccc1=O (stereo unspecified) | -7 | -1.6 | -11 | 0 | 2 | 1.1 | 7 | 1 | -1.4 | 2
COc1ccc(C2=CC(=O)CC(c3ccc(F)cc3)C2)cn1 (stereo unspecified) | -7 | -1.9 | 2 | -36 | 2 | 1.3 | 14 | 0 | -0.6 | -11
CCOC(=O)CSC1=NC(=O)/C(=C\c2ccc(Cl)cc2)S1 | -8 | -2.2 | 3 | -7 | -1 | 5.2* | -143 | 1 | 0.4 | -68
CCOCCCNC(=O)C(c1ccc(OC)cc1)N(Cc1ccc2c(c1)OCO2)C(=O)c1cnccn1 (stereo unspecified) | 7 | 1.3 | -1 | -1 | 0 | -1.3 | -23 | -1 | 0.2 | 0
Cc1noc(C)c1C(=O)Nc1nc(-c2ccc(F)c(F)c2)cs1 | -7 | 0.9 | -1 | 4 | 1 | -0.4 | 11 | -1 | 0.8 | -9
Cc1ccccc1C(=O)N1CCN(c2ccc(NC(=O)c3cccc(OC(C)C)c3)cc2)CC1 | -2 | 2.5 | 0 | -5 | -6 | 0.3 | -5 | 1 | -0.2 | -13
COc1ccc(NC(C)(C)c2nnnn2-c2c(C)cccc2C)cc1 | 0 | -0.6 | -12 | 5 | 1 | 2.0 | 6 | 0 | -1.1 | 1
CCCCn1c(N)c(N(C)C(=O)c2cc3c(s2)CCCCC3)c(=O)[nH]c1=O | -5 | -1.0 | -3 | -1 | 0 | -0.2 | -3 | -1 | -0.2 | -14
C=CCc1cccc2cc(C(=O)Nc3ccccc3C(=O)O)c(=O)oc12 | 33 | -1.0 | -3 | 18 | 9 | 4.9* | -12 | 6 | -0.6 | 6
COc1ccccc1-c1coc2cc(OC(=O)/C=C/c3ccccc3)ccc2c1=O | -10 | 4.0 | 0 | -3 | 4 | -0.5 | 6 | 4 | -0.2 | -8
Cc1cc(Cl)ccc1OCC(=O)NCCC(=O)O | -1 | -0.5 | -13 | 3 | 5 | -0.3 | -1 | -2 | 0.1 | -4
COc1ccc(CCNC(=O)CNS(=O)(=O)c2cccs2)cc1OC | -5 | -1.0 | 1 | -2 | -1 | -0.5 | -5 | -3 | -0.5 | 3
COc1ccccc1Nc1cc(C)nc(Nc2ccccc2OC)n1 | 30 | 11 | -3 | -2 | -6 | -1.8 | 3 | 0 | -0.3 | 9
Cc1ccc2nc(NC(=O)c3ccc(N4C(=O)CCC4=O)cc3)sc2c1 | 0 | -0.6 | -3 | 4 | -17 | -0.6 | 5 | 1 | -0.8 | -4
Cc1cccc(NC(=O)CSc2nc(N)c(NC(=O)c3ccccc3F)c(=O)[nH]2)c1 | -2 | -0.3 | -1 | 11 | 1 | -1.1 | 7 | -1 | -0.4 | -1

Looked up by structure from the list above:
SMILES | Scp1 inh | LMPTP block | MsrA act | SUMO1-SIM PPI | DNMT1 inh | MsrA inh | NRP1-CendR mod | STEP inh | TbMetRS inhib | E coli Lon inh
COc1ccccc1-c1coc2cc(OC(=O)/C=C/c3ccccc3)ccc2c1=O | -10 | 4.0 | 0 | -3 | 4 | -0.5 | 6 | 4 | -0.2 | -8
COc1ccc(CCNC(=O)CNS(=O)(=O)c2cccs2)cc1OC | -5 | -1.0 | 1 | -2 | -1 | -0.5 | -5 | -3 | -0.5 | 3
COc1ccc(NC(C)(C)c2nnnn2-c2c(C)cccc2C)cc1 | 0 | -0.6 | -12 | 5 | 1 | 2.0 | 6 | 0 | -1.1 | 1
Cc1noc(C)c1C(=O)Nc1nc(-c2ccc(F)c(F)c2)cs1 | -7 | 0.9 | -1 | 4 | 1 | -0.4 | 11 | -1 | 0.8 | -9

Next compounds
SMILES | Scp1 inh | LMPTP block | MsrA act | SUMO1-SIM PPI | DNMT1 inh | MsrA inh | NRP1-CendR mod | STEP inh | TbMetRS inhib | E coli Lon inh
Cc1ccc(N2C(=O)[C@@H]3C(C(=O)CCN4C(=O)c5ccccc5C4=O)=NN[C@@H]3C2=O)cc1 | -3 | -0.3 | -1 | -10 | 4 | 0.1 | 3 | 0 | -0.3 | -11
CCN(CC)S(=O)(=O)c1cccc(NC(=O)COC(=O)c2[nH]c(C)c(C(C)=O)c2C)c1 | · | -0.1 | -3 | 3 | -7 | -0.3 | -5 | -1 | 0.0 | -1
COc1ccc([C@@H]2CC=C(C(=O)O)[C@H](c3ccc(Br)cc3)N2S(=O)(=O)c2ccc(C)cc2)cc1OC | -2 | -2.4 | -4 | 9 | 1 | -0.9 | -1 | 3 | -0.2 | -6
Fc1ccccc1Cn1nnc2c(-n3ccnc3)ncnc21 | -6 | -0.2 | -3 | -1 | 4 | 0.2 | -6 | -3 | -0.4 | -4
COc1ccccc1Nc1nc(-c2cccc([N+](=O)[O-])c2)cs1 | -11 | 5.0 | 0 | -7 | -11 | 1.0 | 1 | 1 | -0.2 | 0
Cc1ccc(/C=C2\Oc3cc(OCC(=O)NN)ccc3C2=O)o1 | -16 | 2.7 | -2 | -25 | -6 | 1.1 | -23 | 4 | -0.1 | -9
COc1cccc(NC(=O)Nn2cnnc2)c1 | 1 | -0.6 | -1 | 0 | 3 | -1.1 | -8 | -1 | -1.1 | 6
COc1cc2nc(SCc3ccc(C(F)(F)F)cc3)n(Cc3cccs3)c(=N)c2cc1OC | 5 | 2.8 | -2 | 1 | -12 | 1.5 | -1 | 2 | -0.3 | 3
CC1=CC2=C(OC1N(C)C)c1cccc3cccc(c13)C2=O (stereo unspecified) | -18 | 4.1 | -6 | -17 | 4 | · | 33 | 1 | -0.4 | 64*
Nc1[nH]c(=O)[nH]c(=O)c1N=Cc1ccccc1 | 10 | 0.8 | -8 | 2 | -11 | · | 23 | -4 | -0.3 | 90*
CCOC(=O)c1sc2nc(Cc3ccc(Cl)cc3)[nH]c(=S)c2c1C | -1 | 0.5 | -2 | 1 | 5 | -0.5 | -2 | 0 | -0.4 | 1
Cc1ccc(OCCOCCN(C)C)c(Cl)c1 | 1 | -0.7 | -9 | 4 | 14 | -0.6 | -5 | -1 | 0.1 | -8
O=C(N1CCCC1)C12CC3CC(CC(Cl)(C3)C1)C2 | -10 | -1.6 | 1 | 1 | 2 | 0.3 | -9 | -3 | -0.8 | 0
Cc1ccc(Cn2c(=O)c3ccccc3n3c(CCC(=O)NCCN4CCOCC4)nnc23)cc1 | 10 | 1.2 | -8 | 1 | 0 | · | -4 | 1 | -0.6 | -14
O=C(Nc1cc(C(F)(F)F)ccc1N1CCOCC1)c1cnccn1 | 3 | 0.0 | -10 | 4 | 1 | -0.3 | 6 | -1 | -0.7 | 4
CCOC(=O)CSc1nc2ccc(C)cc2[nH]1 | 7 | -0.2 | -1 | 2 | 0 | 0.8 | -9 | 3 | -0.2 | -1
O=C(Nc1ccc(Oc2ncnc3cc(Cl)ccc23)nc1)Nc1cccc(C(F)(F)F)c1 | -10 | 0.5 | -3 | 1 | 28 | 0.3 | -10 | -1 | 1.3 | -7
CC1CN(C(=O)c2cc(S(=O)(=O)N3CCCCC3)ccc2Cl)CC(C)O1 (stereo unspecified) | -7 | -7.3 | -3 | 3 | 5 | 0.3 | 8 | -4 | -0.2 | -3
O=C(CSc1nnc2scc(-c3ccccc3)n12)NCc1ccc2c(c1)OCO2 | 3 | -1.2 | 3 | 3 | 3 | -1.0 | 0 | -1 | -0.4 | -4
COc1ccc(C2(OC)Oc3cc(OC)ccc3C(=O)C2(O)OC)cc1 (stereo unspecified) | 10 | 2.0 | -10 | -11 | 1 | 1.8 | -3 | -4 | -0.3 | -10
O=C1C2C3C=CC(C2C(=O)N1C1CCCCC1)C1C2C(=O)N(C4CCCCC4)C(=O)C2C31 (stereo unspecified) | 0 | -2.2 | -3 | 0 | 17 | 0.6 | 12 | -6 | -0.3 | 4
Cc1cc(C(F)(F)F)nc(SCC(=O)c2cccc([N+](=O)[O-])c2)n1 | -8 | 0.0 | -9 | -26 | 1 | 0.9 | 12 | 2 | -1.6 | 1
COC(=O)c1c(NC(=O)Cc2ccc(OC)c(S(=O)(=O)N3CCOCC3)c2)sc(C)c1C | -9 | 1.5 | -3 | 6 | -4 | -0.4 | -13 | 1 | 0.0 | -3
Cc1cc(SCC(=O)c2cccs2)nc2ccccc12 | 3 | 3.5 | 0 | 0 | -9 | 0.0 | -5 | 0 | -0.6 | -19
CCNC(=S)N1CCN(c2nc(-c3cccc(OC)c3)cs2)CC1 | 14 | -2.2 | -11 | -5 | -4 | -0.7 | -12 | 0 | -0.8 | -4
O=S1(=O)C[C@H](N2CCN(CC3CC3)CC2)[C@@H](COCc2ccccc2)N1 | · | -1.6 | -3 | -2 | -2 | 0.5 | 8 | -4 | 0.6 | 8
Cc1c(NC(=O)C(C)OC(=O)c2cc(-c3cccc4ccccc34)nc3ccccc23)c(=O)n(-c2ccccc2)n1C (stereo unspecified) | 16 | 1.2 | -9 | -13 | -9 | -0.1 | -12 | -1 | -0.5 | 17
CC(C)(C)c1ccc(OCc2nnc(SCC(N)=O)n2N)cc1 | 1 | -1.5 | -2 | -2 | 3 | -0.6 | -23 | 0 | -0.3 | 4
NS(=O)(=O)c1ccc(CCNC(=O)c2cnccn2)cc1 | -3 | -0.6 | -1 | -1 | 1 | 0.6 | 11 | -1 | -0.5 | -3

Screens deposited in PubChem BioAssay by several laboratories.
